PKA-R1A activ: activates the PKA-R1A holoenzyme complex | P00514+P68181 | PKA-R1A dissociation, Cy5-IP20 fluorescence polarization; scaled: DMSO 0%, 113 µM cGMP 100% | activation, % at 11.4 µM | hit rate 0.083% among 340,000 | AID 504707;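 active = percent activation above the mean of all tested compounds plus 3 SD, cut at about 19% in these data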;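 also: higher means more PKAc released from R1A so a rise in polarization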
PKA-R2B activ: activators of human PKA-R2B complex. P22694+P31323. PKA-R2B holoenzyme dissociation, Cy5-IP20 fluorescence polarization; R2B truncated from residue 108, S112A mutant; 0% DMSO only, 100% 113 µM cGMP. activation, % at 11.4 µM. hit rate 0.079% among 340,000. AID 504700;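 active = activation above a cutoff set at the mean over all compounds plus 3 SD, cut at about 18% in these data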;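 also: higher means more holoenzyme dissociation and a rise in polarization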
phage Ecoli inh: E. coli growth loss with phage present; hit rate 0.26% among 360,000; growth absorbance; inhibition, % at 11.9 µM; in the data active = inhibition above about 11%
DAGLB inh: blocks human DAGLB lipase activity; hit rate 0.059% among 340,000; HEK293T DAGLB membrane lysate, EnzChek fluorogenic substrate; inhibition, % at 5.17 µM; in the data active = inhibition above about 34%;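 also: 0% = enzyme with vehicle and 100% = wells lacking enzyme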
Target sequence (Q8NCG7 whole entry, looked up): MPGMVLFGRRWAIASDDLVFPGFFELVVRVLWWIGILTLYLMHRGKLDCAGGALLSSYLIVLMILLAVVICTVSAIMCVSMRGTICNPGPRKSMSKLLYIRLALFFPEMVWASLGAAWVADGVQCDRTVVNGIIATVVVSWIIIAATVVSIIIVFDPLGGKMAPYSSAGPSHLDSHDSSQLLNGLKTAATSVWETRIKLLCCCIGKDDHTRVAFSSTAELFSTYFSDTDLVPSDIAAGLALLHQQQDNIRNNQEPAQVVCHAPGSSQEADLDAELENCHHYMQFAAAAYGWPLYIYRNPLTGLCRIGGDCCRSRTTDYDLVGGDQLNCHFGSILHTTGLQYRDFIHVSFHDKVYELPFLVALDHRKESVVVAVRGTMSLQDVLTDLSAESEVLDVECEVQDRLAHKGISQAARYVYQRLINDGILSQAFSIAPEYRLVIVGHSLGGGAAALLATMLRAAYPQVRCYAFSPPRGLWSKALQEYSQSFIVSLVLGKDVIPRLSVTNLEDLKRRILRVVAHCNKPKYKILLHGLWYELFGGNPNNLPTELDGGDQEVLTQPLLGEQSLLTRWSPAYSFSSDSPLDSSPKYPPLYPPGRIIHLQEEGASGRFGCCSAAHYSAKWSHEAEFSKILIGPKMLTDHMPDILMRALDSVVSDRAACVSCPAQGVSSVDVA
Starred values were filed as active, the others as inactive. An excerpt (hit frequency here may not be typical).

smiles | PKA-R1A activ | DAGLB inh | PKA-R2B activ | phage Ecoli inh
CCOC(=O)C1C(=O)CC(=O)C(C(=O)OCC)C1c1ccc(O)cc1 (centres undefined) | 8.2 | -7.8 | -6.9 | 1.4
O=C(OCc1ccccc1)N1CCC2CC1c1cc(N3CCNCC3)ccc12 (centres undefined) | -5.7 | 0.0 | -6.0 | 1.7
C[C@H]1CN([C@@H](C)CO)C(=O)CCCn2nncc2CO[C@@H]1CN(C)Cc1cccc(O)c1 | -8.3 | 0.8 | 1.1 | 1.0
C[C@@H]1ON(C)[C@H]2C[C@H]3c4[nH]c5ccc(-c6ccc7c(c6)OCO7)cc5c4CCN3C(=O)[C@@H]12 | -12.9 | 1.6 | 2.2 | -2.0
C[C@@H]1CCCCO[C@H](CN(C)S(=O)(=O)c2cn(C)cn2)[C@@H](C)CN([C@H](C)CO)C(=O)c2cc(NC(=O)c3ccncc3)ccc2O1 | -1.6 | -1.3 | -6.4 | 1.2
CC(C)C1C(=O)N(Cc2cn(CC3CCCCC3)nn2)CCS(=O)(=O)N1Cc1ccc(-c2ccccc2)cc1 (centres undefined) | -20.8 | -8.0 | -15.8 | 4.2
O=C(Nc1nc(-c2ccc([N+](=O)[O-])cc2)cs1)C1=COCCO1 | -11.6 | -2.6 | -14.8 | 2.6
CSc1ncnc2c1ncn2CCCNCc1cccs1 | -2.0 | 0.9 | 2.6 | 0.2
O=C(O)C(Cc1c[nH]c2ccccc12)NS(=O)(=O)c1ccc(F)cc1 (centres undefined) | -4.7 | 0.6 | -11.0 | 2.6
Cc1ccc(S(=O)(=O)N(C)C[C@H]2OCCCC[C@@H](C)Oc3ccc(N(C)C)cc3C(=O)N([C@H](C)CO)C[C@@H]2C)cc1 | 1.1 | -4.3 | -2.7 | 2.3
CN(Cc1ccccc1)N=Nc1ccccc1 | 2.0 | -18.2 | 3.6 | 3.6
O=C(Nc1ccn(CCCN2CCC(N3CCOCC3)CC2)c(=O)n1)OCc1ccccc1 | -3.1 | -3.1 | -0.1 | 3.7
COc1ccc(CCN2CC(C(=O)NCc3cnn(C)c3)CCC2=O)cc1 (centres undefined) | 4.5 | -6.1 | 7.6 | 3.1
COP(=O)(OC)C(=NNS(=O)(=O)c1ccc(C)cc1)c1ccccc1 | -13.8 | -3.7 | 4.3 | 3.0
C#CC(C)OCC1CNC(=S)O1 (centres undefined) | 2.7 | 0.9 | 6.6 | 3.5
CC1=C(C(=O)N2CCOCC2)CC(CC(=O)NCCCCc2ccccc2)C(=O)N1Cc1ccc(F)cc1 (centres undefined) | -5.5 | -1.7 | -1.6 | 2.6
CCCN(CC(=O)Nc1ccccc1OC)C(=O)CN1C(=O)NC(C)(C)C1=O | -4.5 | -1.4 | 0.4 | 3.0
CCCN(CC(=O)Nc1ccccc1C)C(=O)C1CCN(S(=O)(=O)c2ccc(C)c(C)c2)CC1 | -12.4 | -3.6 | -10.5 | 0.2
CC(=O)c1ccc(Nc2nc(-c3sc(C)nc3C)cs2)cc1 | -3.8 | -3.1 | -8.3 | 4.1
C[C@@H]1CNC(=O)c2c(C(=O)N[C@H](C)c3ccccc3)ncn21 | 1.1 | 2.3 | -3.4 | -0.6
CCOc1cc(/C=N/NC(=O)c2ccncc2)cc(Br)c1O | -4.8 | 1.8 | -1.3 | 4.3
COCOCCn1cc(CN2CCS(=O)(=O)N(Cc3ccc(-c4ccncc4)cc3)C(CC(C)C)C2=O)nn1 (centres undefined) | -1.6 | 1.7 | 0.7 | -0.1
CSc1ncnc2c1ncn2CCCN1CCN(Cc2c(C)cc(C)cc2C)CC1 | -14.4 | -2.8 | -7.5 | 1.8
COc1cccc(CNC(=O)c2ccc(CS(=O)Cc3ccccc3Cl)o2)c1 (centres undefined) | 10.6 | -1.1 | -5.5 | -0.3
C[C@@H]1CN([C@@H](C)CO)C(=O)CCCn2nncc2CO[C@H]1CN(C)C(=O)Nc1ccccc1C(F)(F)F | -7.1 | -1.0 | 8.1 | 1.8
O=C1OCCC1=COCCCCCCOC=C1CCOC1=O | -3.2 | -0.9 | 3.4 | 2.4
CCN(CC)C(=O)C1=C(C)N(CCCN2CCCC2=O)C(=O)C(CC(=O)NCCN2CCOCC2)C1 (centres undefined) | -7.8 | 0.3 | 3.1 | 4.5
COc1ccc(-c2c(C)nn3c(C(F)(F)F)cc(C)nc23)cc1 | 3.3 | -0.4 | 6.0 | 0.9
O=C(COC(=O)CCc1c[nH]c2ccccc12)Nc1cccc(Cl)c1 | 7.5 | -2.0 | 1.7 | 4.2
O=S(=O)(/N=C(\c1ccc(F)cc1)N1CCOCC1)c1ccccc1 | 1.0 | 2.6 | -4.9 | 2.6
CC(=O)Nc1cccc(NC(=O)c2ccc(S(=O)(=O)NCc3ccco3)cc2)c1 | 8.4 | 0.2 | -9.6 | 3.7
C[C@H]1CN([C@@H](C)CO)C(=O)CCCn2nncc2CO[C@H]1CN(C)C(=O)c1ccc(N2CCN(C)CC2)cc1 | -6.3 | -0.8 | -3.9 | 1.8
O=C(Nc1ccc2c(c1)OCCO2)c1c(Cl)cccc1Cl | 10.2 | 1.2 | -0.6 | -0.3
COc1cc(N(CCCn2cnc3c(SC)ncnc32)CCCn2cnc3c(SC)ncnc32)cc(OC)c1OC | -2.4 | 0.4 | -3.2 | 0.4
COCC(O)Cn1ccnc1[N+](=O)[O-] (centres undefined) | -7.5 | -4.3 | -9.6 | 5.6
C[C@@H]1CNC(=O)c2c(C(=O)NCc3ccc(CNC(=O)OC(C)(C)C)cc3)ncn21 | -5.0 | -0.6 | 2.6 | 4.0
O=C(O)C1(C(=O)O)CCC2(CCCCC2)CC1 | 0.7 | -3.3 | -0.6 | -0.4
COc1ccc(NC(=O)N(C)C[C@@H]2OCc3cnnn3CCCC(=O)N([C@H](C)CO)C[C@@H]2C)c(OC)c1 | -8.7 | 0.5 | 4.1 | 2.7
COc1cccc(C(=O)Nc2cc(C)on2)c1 | 2.9 | 2.1 | -3.4 | 1.5
COc1ccc(CN2C(=O)C(CC(=O)NCc3cccs3)CC(C(=O)N(C(C)C)C(C)C)=C2C)cc1 (centres undefined) | 2.0 | 0.3 | 0.3 | 1.0
CC1(c2ccc(Cl)cc2)NC(=O)N(CC(=O)N2CCN(C(=O)c3cccs3)CC2)C1=O (centres undefined) | 14.4 | -0.8 | 9.8 | 1.1
C#CCN(C[C@H]1[C@H](OC(=O)NCC2CCCCC2)[C@H](OC(=O)NCC2CCCCC2)C[C@@H](C(=O)OC)[C@H]1C(=O)OC)S(=O)(=O)c1ccc(C)cc1 | -1.9 | -13.5 | -1.8 | 2.9
O=C(NCCCN1CCCC1)c1ccc2c(c1)N(Cc1cccc(Cl)c1)C(=O)c1ccccc1S2(=O)=O | -21.9 | 0.8 | -0.6 | 3.8
O=S(=O)(Cc1ccccc1)C(c1ccccc1)S(=O)(=O)Cc1ccccc1 | 7.5 | -4.4 | -10.0 | -2.1
Cc1ccc(C2NC(=S)N3C(c4ccc(C)cc4)NC(=S)N23)cc1 (centres undefined) | -5.1 | -9.6 | -13.3 | 2.4
O=C(Cc1ccccc1F)Nc1cc(S(=O)(=O)N2CCCCC2)ccc1N1CCOCC1 | -3.2 | 1.8 | 9.4 | -15.9
O=CC(=Cc1ccccc1)c1ccccc1 | 1.2 | -5.5 | 2.2 | 3.3
O=c1[nH]c(CN2CCCCC2)ccc1O | -3.6 | -0.2 | -4.2 | 3.1
O=C(O)c1ccccc1C(=O)OC1CC2CCC1C2 (centres undefined) | 5.4 | -2.8 | -6.6 | 2.9
Cc1cc(C2=CC(=O)C[C@H](c3ccc(F)cc3)C2)ccc1F | -1.4 | -23.6 | 3.5 | 0.7

Remaining list, next part.
smiles | PKA-R1A activ | DAGLB inh | PKA-R2B activ | phage Ecoli inh
CC(=O)Nc1ccccc1NC(=O)c1ccc2c(c1)OCO2 | -2.5 | -3.8 | 2.1 | 5.2
CCC[C@H]1CN(c2ccc(Br)cc2)C(=O)[C@@H]1CC(=O)Nc1ccc(OC)cc1 | -5.3 | -5.2 | 1.8 | 2.3
N=C1CCCC1C(=S)SCCC(N)=O (centres undefined) | 9.6 | 1.6 | 10.8 | 1.8
O=C(Cn1cc(C(=O)C(=O)N2CCOCC2)c2ccccc21)Nc1cccc(C(F)(F)F)c1 | 4.3 | -4.5 | -2.1 | 1.6
C[C@H]1CN([C@@H](C)CO)C(=O)CCCn2nncc2CO[C@@H]1CN(C)Cc1ccc(-c2ccccc2)cc1 | -1.1 | 3.1 | -0.2 | 1.5
C[C@@H]1CN([C@@H](C)CO)C(=O)c2cc(NC(=O)c3ccncc3)ccc2O[C@@H](C)CCCCO[C@@H]1CN(C)C(=O)Cc1ccccc1 | -2.9 | -1.1 | -1.8 | 3.4
O=S(=O)(NCc1nnnn1-c1ccc(F)cc1)c1ccc(F)cc1 | -3.8 | -3.7 | -5.9 | 1.4
S=C(NNC(=S)Nc1ccc(Cl)cc1)NNc1ccccc1 | 5.0 | 6.3 | -13.4 | 3.2
COc1ccc(C(=O)Nc2cc(OC)c(NC(=O)Nc3ccccc3)cc2OC)cc1 | -5.9 | 3.3 | -1.8 | 2.6
CC1=C(C(=O)N(C)C)CC(CC(=O)NCCCCc2ccccc2)C(=O)N1Cc1ccccc1 (centres undefined) | 1.5 | -1.2 | -6.1 | 2.2
CC1(C)C2CCC(CN=C(N)CSS(=O)(=O)O)C1C2 (centres undefined) | -6.6 | -8.3 | 2.5 | 1.1
CC1CCCN(C(=O)c2ccc3c(=O)n4nc(Nc5ccccc5)sc4nc3c2)C1 (centres undefined) | -2.4 | 2.7 | -2.1 | 0.2
Cc1ccc(S(=O)(=O)NCC(=O)NCC(=O)N(C)Cc2ccc(Br)s2)cc1C | 0.9 | -0.8 | -11.8 | 2.9
Cc1ccc(CN(C)C[C@H]2OCc3cnnn3CCCC(=O)N([C@@H](C)CO)C[C@@H]2C)cc1 | -0.3 | -3.4 | 0.6 | 3.0
CCOc1ccc(NC(=O)CN2CCN(c3ccc(F)cc3)CC2)cc1S(=O)(=O)N1CCCC1 | 3.7 | -0.2 | 1.1 | 0.5
COc1ccc(Cn2ccnc2SCC(=O)Nc2ccc(F)cc2F)cc1 | 4.1 | -4.4 | -13.6 | 3.1
c1ccc(COc2ncnc3c2ncn3CCCNC2CCN(Cc3ccccc3)CC2)cc1 | -15.4 | 3.3 | -6.1 | 0.4
Cc1ccc(N(CC(=O)NC(C)(C)C)C(=O)CCC(=O)Nc2ccccn2)c(C)c1 | 0.2 | -0.7 | 3.2 | 1.9
Cc1cn([C@H]2C[C@H](O)[C@@H](CNCC3=Cc4cc(O)ccc4OC3)O2)c(=O)[nH]c1=O | 1.5 | 0.2 | -1.4 | 2.4
CNC(=O)C[C@@H]1C(=O)N(CCc2ccccc2)CC1(C)C | -7.1 | -3.7 | 6.3 | 2.0
C[C@@H]1CN([C@@H](C)CO)C(=O)CCCn2nncc2CO[C@H]1CN(C)S(=O)(=O)c1ccc(Cl)cc1 | 6.3 | -0.8 | 6.5 | 2.1
CCc1nn(CCCC(=O)NC2CCCCC2C)c(=O)c2cc3occc3n12 (centres undefined) | -7.2 | -1.2 | -10.0 | 3.0

12 entries from above, with the structure last:
PKA-R1A activ | DAGLB inh | PKA-R2B activ | phage Ecoli inh | compound
-2.5 | -3.8 | 2.1 | 5.2 | CC(=O)Nc1ccccc1NC(=O)c1ccc2c(c1)OCO2
-5.3 | -5.2 | 1.8 | 2.3 | CCC[C@H]1CN(c2ccc(Br)cc2)C(=O)[C@@H]1CC(=O)Nc1ccc(OC)cc1
9.6 | 1.6 | 10.8 | 1.8 | N=C1CCCC1C(=S)SCCC(N)=O (centres undefined)
4.3 | -4.5 | -2.1 | 1.6 | O=C(Cn1cc(C(=O)C(=O)N2CCOCC2)c2ccccc21)Nc1cccc(C(F)(F)F)c1
-1.1 | 3.1 | -0.2 | 1.5 | C[C@H]1CN([C@@H](C)CO)C(=O)CCCn2nncc2CO[C@@H]1CN(C)Cc1ccc(-c2ccccc2)cc1
-2.9 | -1.1 | -1.8 | 3.4 | C[C@@H]1CN([C@@H](C)CO)C(=O)c2cc(NC(=O)c3ccncc3)ccc2O[C@@H](C)CCCCO[C@@H]1CN(C)C(=O)Cc1ccccc1
-3.8 | -3.7 | -5.9 | 1.4 | O=S(=O)(NCc1nnnn1-c1ccc(F)cc1)c1ccc(F)cc1
5.0 | 6.3 | -13.4 | 3.2 | S=C(NNC(=S)Nc1ccc(Cl)cc1)NNc1ccccc1
-5.9 | 3.3 | -1.8 | 2.6 | COc1ccc(C(=O)Nc2cc(OC)c(NC(=O)Nc3ccccc3)cc2OC)cc1
1.5 | -1.2 | -6.1 | 2.2 | CC1=C(C(=O)N(C)C)CC(CC(=O)NCCCCc2ccccc2)C(=O)N1Cc1ccccc1 (centres undefined)
-6.6 | -8.3 | 2.5 | 1.1 | CC1(C)C2CCC(CN=C(N)CSS(=O)(=O)O)C1C2 (centres undefined)
-2.4 | 2.7 | -2.1 | 0.2 | CC1CCCN(C(=O)c2ccc3c(=O)n4nc(Nc5ccccc5)sc4nc3c2)C1 (centres undefined)
